Screening data from PubChem BioAssay.
miR-122 sensor – blocks miR-122 activity in Huh7 sensor cells; Huh7 miR-122 Renilla luciferase sensor, 48 h; neutral wells = 0, positive control = 100; activation (reporter increase), % at 12.5 µM; hit rate 0.3% among 340,000; AID 602342;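 active means mean replicate activation score at least 90 and every replicate individually at or above 90; inconclusive means only one of the two criteria met; inactive means neither criterion met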;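 further: higher luciferase means less miR-122 activity so hits act as miR-122 inhibitors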
FN deposition inh – fibronectin deposition inhibition | hit rate 0.086% among 350,000 | AH1F fibroblasts, Alexa488-fibronectin deposition fluorescence, overnight | inhibition, % at 12.6 µM | AID 743247;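 active means mean inhibition across replicates of 30% or more, regardless of how many single replicates reach that level; inconclusive means mean under 30% yet at least half of replicates reach 30%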;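 further: positive control wells lacked labelled fibronectin entirely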
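Assay system: AH1F fibroblasts assembling fluorescent fibronectin matrix; Amount: 10000 AH1F cells per well; Buffer or medium: DMEM, 2% serum; Probe or stimulus: Alexa488-fibronectin, 24 nM final in well; Doses: single compound dose, delivered by pin transfer; Incubation: 1 h adhesion, overnight exposure; Measured by: fluorescence 485/525 nm; Read-out: fibronectin deposition inhibition.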
CFTR F508del cor – correctors of CFTR F508del function in bronchial epithelial cells. CFBE cells, YFP halide quenching; stimulated with forskolin plus potentiator P3; % fluorescence drop versus neutral controls. activity (quench increase), % at 7.58 µM. hit rate 0.36% among 350,000. AID 720511;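 active means mean added fluorescence quench of at least 8% versus neutral control, with both replicates also reaching 8%; inconclusive means only one of the mean or replicate conditions met; inactive means mean below 8% and not both replicates reaching 8%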;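 further: cells transiently co-express mutant CFTR-F508del with the halide-sensitive YFP; corrector assay measuring rescue of mutant channel to the surface after 24 h compound exposure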
EWS-Fli block – inhibitors of EWS/Fli oncoprotein transcriptional activity; hit rate 0.67% among 350,000; inhibition, % at 12.6 µM; AID 651661; A673 NR0B1-luciferase reporter, viability-normalised;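 active means mean inhibition of at least 50% after viability correction, with every replicate also passing that limit; inconclusive means mean reaches 50% but only one of two replicates passes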;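 further: firefly luciferase signal divided by Alamar Blue viability fluorescence both relative to DMSO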
DENV2 CPE rescue – protects cells from dengue virus 2 cytopathic effect. AID 651640. hit rate 1.7% among 350,000. DENV2-infected cells, cytopathic effect rescue, plate reader. CPE inhibition, % at 9.99 µM; in the data active means CPE inhibition above about 20%, passing the limit was not always enough; inconclusive means no clear call, values can overlap the other calls; tested in BHK-21 cells;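 further: 0% = median of neutral control wells and 100% = median of positive control wells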
PAX8 reporter – lowers PAX8-driven luciferase in RMG-I cells; inhibition, % at 12.6 µM; RMG-I TPO-luciferase reporter, SteadyGlo, 24 h; hit rate 1.2% among 360,000; AID 652154;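 active means mean replicate inhibition at least 60% with every replicate also reaching 60%; inconclusive means only one of the two criteria is met; inactive means mean below 60% and not all replicates reaching 60%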;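 further: luciferase light reporting Pax8 driven TPO promoter activity; plate controls were median of neutral control wells for no effect and mitoxantrone controls for full effect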
GSIS activator – primary screen for activators of insulin secretion dependent on glucose, INS-1E cells, GLuc reporter luminescence; INS-1E GLuc reporter insulin secretion, 2-3 h; hit rate 0.61% among 370,000; activation, % at 16.6 µM; AID 743287;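 active means lowest replicate activation of at least 40%, so every replicate reaches that level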;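 further: 0% = median of neutral control wells and 100% = median of IBMX positive control wells; some compounds called inactive have numbers as strong as hits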
* marks the source's active call; other numbers are inactive results; [ ] = remark or other dose.

For Cc1ccccc1NC(=O)Cc1nc(COC(=O)c2nc(Cl)ccc2Cl)cs1 the results were miR-122 sensor -3, FN deposition inh -3, CFTR F508del cor -3.3, EWS-Fli block 2, DENV2 CPE rescue 1, PAX8 reporter -16 and GSIS activator 7.
`O=C(Nc1cccc(Cl)c1)N[C@H]1CC[C@H](CCn2cc(Cc3ccccc3)nn2)O[C@@H]1CO` gave miR-122 sensor 4[16.7 µM], FN deposition inh -1, CFTR F508del cor 1.6, EWS-Fli block -6, DENV2 CPE rescue 1, PAX8 reporter 2 and GSIS activator -2.
For C=CCOC(=O)C1=C[C@H](c2ccc(C(F)(F)F)cc2)[C@@H](CCCO)[C@H](OCC)O1 the results were miR-122 sensor -4, FN deposition inh -6, CFTR F508del cor 0.2, EWS-Fli block 0, DENV2 CPE rescue -3, PAX8 reporter 2 and GSIS activator -27.
C=C(C)C(=O)Nc1cccc(C2=NOC3(C2)C[C@@H](C(N)=O)N(C(=O)CCCCC)C3)c1 (stereo partly drawn) was read as FN deposition inh -11, CFTR F508del cor -1.0, EWS-Fli block 0, DENV2 CPE rescue -16 and PAX8 reporter 4.
For CC(C)c1ccccc1NC(=O)CNCCc1ccc(C(F)(F)F)cc1 the results were FN deposition inh -4, CFTR F508del cor 0.3, EWS-Fli block 6, DENV2 CPE rescue -2, PAX8 reporter 43 and GSIS activator -37.
For COc1ccc(N2CCC(CNC(=S)Nc3cc(C)ccc3C)C2)cc1 (stereo not drawn) the results were miR-122 sensor 4, FN deposition inh -2, CFTR F508del cor 0.3, EWS-Fli block -3, DENV2 CPE rescue -6, PAX8 reporter -5 and GSIS activator 11.
`Cc1c(/C=N/NC(=O)c2cccnc2)cc(C#N)n1C` gave FN deposition inh -5, CFTR F508del cor -2.0, EWS-Fli block -8, DENV2 CPE rescue -2, PAX8 reporter -5 and GSIS activator 3.
C[C@@H](NC(=O)C[C@H]1CC[C@@H]2[C@H](COC[C@@H](O)CN2Cc2cc(F)ccc2F)O1)c1ccccc1 was read as miR-122 sensor 5[16.7 µM], FN deposition inh -12, CFTR F508del cor 0.8, EWS-Fli block -4, DENV2 CPE rescue -5, PAX8 reporter 13 and GSIS activator -4.
`O=[N+]([O-])c1ccc(-c2cnc[nH]2)cc1` gave miR-122 sensor 3, FN deposition inh -7, CFTR F508del cor -0.5, EWS-Fli block -9, DENV2 CPE rescue 1 and PAX8 reporter -14.
`CCC(=O)N1CC2(CN(Cc3nccs3)C2)c2c(n(C)c3cc(OC)ccc23)[C@H]1CO` gave CFTR F508del cor 1.1, EWS-Fli block -7, DENV2 CPE rescue 16, PAX8 reporter -25 and GSIS activator 1.
For O=C(C[C@@H]1CC[C@@H]2[C@H](COC[C@@H](O)CN2C(=O)c2ccccc2)O1)N1CCOCC1 the results were miR-122 sensor -2[16.7 µM], FN deposition inh -1, CFTR F508del cor -1.0, EWS-Fli block -4, DENV2 CPE rescue 4, PAX8 reporter 2 and GSIS activator 19.
`CN1C(=O)N(C)C(c2cccc([N+](=O)[O-])c2)C2=C1CCCC2=O` (stereo not drawn) gave miR-122 sensor -1, FN deposition inh 3, CFTR F508del cor -5.7, EWS-Fli block -2, DENV2 CPE rescue -4, PAX8 reporter 4 and GSIS activator 2.
For COc1ccc(CSc2nnnn2-c2ccc(O)cc2)cc1F the results were miR-122 sensor 5, FN deposition inh -4, CFTR F508del cor -0.8, EWS-Fli block 13, DENV2 CPE rescue 3, PAX8 reporter 17 and GSIS activator -12.
For O=C1NC(c2ccccc2)=C(c2ccccc2)C1=O the results were FN deposition inh -11, EWS-Fli block 0, DENV2 CPE rescue -5, PAX8 reporter 1 and GSIS activator -6.
O=C(O)/C=C/C(=O)NCc1ccccn1 was read as CFTR F508del cor -0.5, EWS-Fli block 8, DENV2 CPE rescue -4, PAX8 reporter -2 and GSIS activator -12.
Screening CN1CCN(c2nnc(-c3cccs3)c3ccccc23)CC1 returned miR-122 sensor -4, FN deposition inh 12, CFTR F508del cor 2.8, EWS-Fli block -3, DENV2 CPE rescue -6, PAX8 reporter 21 and GSIS activator -6.
`O=C1C2C3C=CC(C3)C2C(=O)N1CCN1CCN(Cc2ccc([N+](=O)[O-])cc2)CC1` (stereo not drawn) gave miR-122 sensor -5, FN deposition inh 3, CFTR F508del cor 0.5, EWS-Fli block 4, PAX8 reporter -19 and GSIS activator -2.
`Cc1ccc(C2C(=O)N(C3CCC(C)CC3)CC(=O)N2C2CCCC2)cc1` (stereo not drawn) gave miR-122 sensor -1, FN deposition inh -4 and GSIS activator -4.
Screening Cc1nn(Cc2ccc(Cl)cc2)c(C)c1NC(=O)CCCn1nc([N+](=O)[O-])c(Cl)c1C returned miR-122 sensor 1, FN deposition inh -13, PAX8 reporter 22 and GSIS activator -38.
Screening COc1cc(/C=C/C(=O)O)cc(S(=O)(=O)NC2CC2)c1OC returned miR-122 sensor -2, FN deposition inh -1, PAX8 reporter 4 and GSIS activator -2.
CCN1CCN(C(=O)/C(=C/c2cccs2)NC(=O)c2ccc(C)c(C)c2)CC1 was read as miR-122 sensor 7, FN deposition inh 5, CFTR F508del cor -0.1, EWS-Fli block -5, DENV2 CPE rescue -7, PAX8 reporter 10 and GSIS activator 0.
O=C(COC(=O)/C=C/c1ccc(C(F)(F)F)cc1)NC1CCS(=O)(=O)C1 (stereo not drawn) was read as FN deposition inh -1, CFTR F508del cor 0.6, EWS-Fli block 0, DENV2 CPE rescue 2, PAX8 reporter -30 and GSIS activator -1.
`CCCC(=O)Nc1c(C(=O)OCC)[nH]c2ccccc12` gave miR-122 sensor 8, FN deposition inh 2, CFTR F508del cor -2.3, EWS-Fli block 8, DENV2 CPE rescue 3, PAX8 reporter 38 and GSIS activator -3.
Screening CCOc1ccc(-c2ccc(/C=C3/C(=N)N4C=CSC4=NC3=O)o2)c([N+](=O)[O-])c1 returned miR-122 sensor -9, FN deposition inh -4, CFTR F508del cor 1.5, EWS-Fli block 4 and PAX8 reporter 29.
For CC(C)[C@H](NC(=O)c1cccc(CN(Cc2ccccc2)C(=O)/C=C/c2ccccc2)c1)C(=O)O the results were miR-122 sensor -3, FN deposition inh -8, CFTR F508del cor 1.1, EWS-Fli block -4, DENV2 CPE rescue 4, PAX8 reporter 9 and GSIS activator -15.
`C/C(=N/OC(=O)c1ccccc1)c1oc(C)nc1C` gave miR-122 sensor 18, FN deposition inh -5, CFTR F508del cor -1.9, EWS-Fli block 8, DENV2 CPE rescue -4, PAX8 reporter -14 and GSIS activator -9.
CCCN(C)C[C@@H]1Oc2ncc(-c3ccc(OC)cc3)cc2C(=O)N([C@H](C)CO)C[C@@H]1C was read as miR-122 sensor -8[16.7 µM], FN deposition inh 0, CFTR F508del cor 1.9, EWS-Fli block 3, DENV2 CPE rescue -5 and GSIS activator -4.
Screening CCCNC(=O)Nc1ccc2c(c1)C(=O)N(C)C[C@@H](OC)[C@@H](C)CN(C(C)=O)[C@@H](C)CO2 returned miR-122 sensor 1[16.7 µM], FN deposition inh 3, CFTR F508del cor 1.8, EWS-Fli block 0, DENV2 CPE rescue -4, PAX8 reporter -9 and GSIS activator 0.
`Cc1c(CN2CCC(CO)(Cc3ccccc3)CC2)c2ccccc2n1C` gave FN deposition inh -2, EWS-Fli block 7, DENV2 CPE rescue -4, PAX8 reporter -8 and GSIS activator -11.
Screening O=C1Cc2c(-c3ccccc3)cc(-c3cccc(Cl)c3)nc2-c2ccccc2N1 returned miR-122 sensor 4, FN deposition inh 4, CFTR F508del cor 5.2, EWS-Fli block 9, DENV2 CPE rescue -2 and GSIS activator -19.
For COCCCNC(=S)N(CCO)Cc1cc2cc3c(cc2[nH]c1=O)OCO3 the results were miR-122 sensor 2, FN deposition inh 2, CFTR F508del cor 1.1, EWS-Fli block 7, DENV2 CPE rescue -2, PAX8 reporter 5 and GSIS activator 1.
Screening Cc1ccc2oc(C(=O)NCC(c3ccco3)N(C)C)c(C)c2c1 (stereo not drawn) returned miR-122 sensor -5, FN deposition inh 13, CFTR F508del cor 0.1, DENV2 CPE rescue -6, PAX8 reporter -48 and GSIS activator -7.
Screening O=C1C2C3C=CC(C3)C2C(=O)N1Cc1ccccc1 (stereo not drawn) returned miR-122 sensor -6, FN deposition inh 4 and GSIS activator 7.
Screening Cc1noc(C)c1NC(=O)Nc1ccc2c(c1)C(=O)N([C@H](C)CO)C[C@H](C)[C@H](CN(C)Cc1ccc(C(=O)O)cc1)O2 returned miR-122 sensor 2[16.7 µM], CFTR F508del cor 0.8, EWS-Fli block -6, DENV2 CPE rescue 0 and GSIS activator 9.
For CCOc1ccc(OCCC(=O)OCC(=O)N2CCN(S(=O)(=O)c3ccc(C)cc3C)CC2)cc1 the results were miR-122 sensor 0, FN deposition inh -5, CFTR F508del cor -1.4, EWS-Fli block 0, DENV2 CPE rescue -2, PAX8 reporter 1 and GSIS activator -11.
`COc1ccccc1NS(=O)(=O)c1ccc(N2CCOCC2)c(N)c1` gave miR-122 sensor 72, CFTR F508del cor 0.7, EWS-Fli block -27, DENV2 CPE rescue -4 and PAX8 reporter 7.
Screening COc1ccccc1NC(=O)c1cc(Br)ccc1Cl returned FN deposition inh 0, CFTR F508del cor -1.2, EWS-Fli block 3, DENV2 CPE rescue -1, PAX8 reporter -9 and GSIS activator 14.
C[C@@H]1CN([C@@H](C)CO)C(=O)c2cc(NC(=O)CCCN(C)C)ccc2O[C@@H](C)CCCCO[C@H]1CN(C)S(=O)(=O)c1ccccc1 was read as miR-122 sensor 2[16.7 µM], FN deposition inh -12, CFTR F508del cor 1.1, EWS-Fli block -1, DENV2 CPE rescue 15, PAX8 reporter 4 and GSIS activator 2.
For CCOC(=O)c1c(NC(=O)CSc2nc3ccccc3c(=O)n2-c2ccccc2)sc(C(C)=O)c1C the results were FN deposition inh -18, EWS-Fli block 6, DENV2 CPE rescue 3, PAX8 reporter 3 and GSIS activator -3.
`CCC(CC)NCC(O)COc1ccc(Br)cc1` (stereo not drawn) gave FN deposition inh -9, CFTR F508del cor -1.4, EWS-Fli block -16, DENV2 CPE rescue -2, PAX8 reporter 8 and GSIS activator -1.
`CO[C@H]1CN(C)C(=O)c2cc(NS(=O)(=O)c3ccccc3)ccc2OC[C@@H](C)N(Cc2ccccn2)C[C@H]1C` gave miR-122 sensor 8[16.7 µM], FN deposition inh -5, CFTR F508del cor 1.9, EWS-Fli block -4, DENV2 CPE rescue -6 and GSIS activator -7.
`CN(C)C(=O)c1cccc(-c2ccc3c(c2)[C@H]2[C@H](CCN2C(=O)Cc2ccccc2)[C@H](CO)N3)c1` gave miR-122 sensor -8[16.7 µM], FN deposition inh 1, CFTR F508del cor 0.8, EWS-Fli block 16, DENV2 CPE rescue inconclusive, PAX8 reporter 17 and GSIS activator 3.
`CCCC(=O)N1CCC2(CC1)CN(C(=O)C1CCOCC1)[C@H](CO)c1[nH]c3cc(OC)ccc3c12` gave CFTR F508del cor 0.8, EWS-Fli block -3, DENV2 CPE rescue inconclusive and GSIS activator 15.
`CN(C)C(=O)c1ccc(-c2ccc3c(c2)[C@H]2[C@H](CCN2C(=O)Cc2ccccn2)[C@H](CO)N3C)cc1` gave miR-122 sensor -18[16.7 µM], FN deposition inh 3, CFTR F508del cor 0.3, EWS-Fli block -3, DENV2 CPE rescue 2, PAX8 reporter -30 and GSIS activator -4.
`C[C@@H]1ON(C)[C@H]2C[C@H]3c4cc(-c5ccccc5)ccc4CCN3C[C@@H]12` gave FN deposition inh -2, CFTR F508del cor 1.2, EWS-Fli block -23, DENV2 CPE rescue 12, PAX8 reporter 9 and GSIS activator -21.

Rows were taken by chance. Share with any hit: about 3.9%.
